Assay outcomes (PubChem BioAssay)
Cav32 inh = inhibitors of human Cav3.2 T-type calcium channel; O95180; Cav3.2-expressing cells, Fluo-4 calcium fluorescence FDSS; stronger effect = lower value; B-score at 10 µM; actives 4% (n = 100,000);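 active = single-dose well whose peak fluorescence ratio is a statistical outlier from its plate by either plate-standardised score or position-corrected B-score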
Starred values were filed as active, the others as inactive. These rows are one share of the data; rates above refer to the full screens.

Molecule	Cav32 inh
CCC(C)[C@@H](C(=O)Nc1ccc(OC)c(OC)c1)N1Cc2ccccc2C1=O (stereo not given in full)	-0.33
COc1cccc(-c2nn(C)c3sc(C(=O)NCc4ccc(C)cc4)cc23)c1	-2
COc1ccc(C(=O)NCc2ccccn2)cc1	0.6
COc1ccc2[nH]c(C)c(CCN(Cc3cccs3)C(=S)Nc3cccc(F)c3)c2c1	-3.8
Cc1nc2nc(C)c(CCC(=O)NC(C)c3ccc4c(c3)OCCO4)c(C)n2n1 (stereo not given)	-0.45
CCc1c(C)n2nc(C)cc2[nH]c1=O	0.0036
Cc1nnc(SCC(C)C)[nH]c1=O	0.092
O=C(NCCCNCc1ccccc1)c1ccccn1	0.56
N#C/C(=C\c1ccc(-c2cccc(Cl)c2)o1)C(=O)Nc1cccc2cccnc12	-0.87
Cc1ccc(C(=O)Nc2ccc(O)cc2C(=O)O)cc1	0.044
Clc1ccccc1-c1ccc(/C=N/n2cnnc2)o1	0.14
Cc1noc(C)c1S(=O)(=O)NCC(=O)O	-1.5
O=c1cc(-c2cccc3ccccc23)[nH][nH]1	0.78
COCCn1nnnc1C(c1ccccc1OC)N1CCN(c2ccccc2)CC1 (stereo not given)	-0.1
Cc1ccc(Cl)cc1NC(=O)c1cccc(OC(F)F)c1	-1.3
O=c1c(C=Nc2ccc(Oc3ccccc3)cc2)c[nH]n1-c1cccc(Cl)n1	0.82
CCCN1Cc2cccc(C(=O)N3CCN(c4cc(Cl)ccc4C)CC3)c2C1=O	-2.4
N#CCSc1nc2c(cc1C#N)CCCC2	0.016
CC1=C(C#N)C(=O)OC(C)(C)C1	0.035
O=C(COc1ccc(Cl)cc1Cl)NCc1ccncc1	1.2
CCCCCCSc1ncc(C#N)c(N)n1	-3.4
NC(=O)[C@@H]1CCCCNc2c(I)cc([N+](=O)[O-])cc2C(=O)N[C@@H](CCC(=O)O)C(=O)N[C@@H](CO)C(=O)N1	0.76
O=C(Nc1ccc2oc(-c3ccccc3)nc2c1)c1ccccc1F	0.35
COc1ccc2c(c1)C1(Nc3ccccc3-c3nc4ccccc4n31)C(=O)N2 (stereo not given)	-0.66
O=C(CCNS(=O)(=O)c1cccs1)NCc1cccs1	0.055
COc1ccc(O)c(C(=O)c2cnn(C(=O)c3cc(C)oc3C)c2)c1	2
C=CCSC1=C(C#N)C(c2ccccc2OCC)CC(=O)N1 (stereo not given)	0.3
Cc1nc2sc3c(c2c(=N)n1N)CC(C)(C)OC3	0.94
Cn1c(CN2CCOCC2)nc2cc(NC(=O)c3ccc(Cl)cc3)ccc21	2.7
CCn1c(SC/C=C/c2ccccc2)nnc1-c1cnccn1	-0.44
Cc1ccc(-n2nnnc2SCC(=O)N2c3ccccc3NC(=O)C2(C)C)cc1	-0.86
C=CCn1c(C)cc(C(=O)COc2ncnc3sccc23)c1C	-0.042
Cc1oc2c(O)c(O)ccc2c(=O)c1-c1cnn(-c2ccccc2)c1	1.1
Cc1ccc(OCCNC(=O)/C=C/c2ccco2)cc1C	-3.4
Cc1ccc(-c2csc3ncn(CC(=O)N4CCOCC4)c(=O)c23)cc1C	-0.26
Cn1cc(S(=O)(=O)CC(=O)Nc2ccc(Br)cc2)c2ccccc21	-1.3
CCc1ccc2c(c1)CCCN2C(=O)c1ccccc1C(=O)O	-0.47
Cc1ccc(C(=O)N2C3C=CC(C3)C2(C(F)(F)F)C(F)(F)F)cc1 (stereo not given)	0.54
O=C(NCCN1CCOCC1)c1ccccc1[N+](=O)[O-]	-0.11
O=C(CCN1C(=O)c2ccccc2S1(=O)=O)N1CCN(c2ccccc2)CC1	2
COc1ccc(C(=O)NCc2cn3c(C)csc3n2)cc1OC	1
COc1ccc(-c2csc(C)n2)cc1	-0.41
CC1=C(C(=O)OC(C)C)C(c2c(O)ccc3ccccc23)NC(=O)N1 (stereo not given)	-1.2
Cc1ccc(NC(=O)N2CCC(C(=O)NCc3ccccc3)CC2)cc1	1.4
O=C(CCN1CCCC1)Nc1ccccc1	0.036
C=CCn1c(=O)c2ccccc2n2c(SCC(=O)NCc3cccs3)nnc12	1.1
CC1(C)CC[C@@]23CC[C@]4(C)[C@@](OC2=O)(C3C1)[C@H]1O[C@H]1C1[C@@]2(C)CC[C@H](O)C(C)(C)C2CC[C@]14C (stereo not given in full)	0.027
CCOC(=O)c1oc2ccccc2c1NC(=O)c1cc(OC)cc(OC)c1	-2.1

Shown with each value named: part of the list above.
mol: COc1ccc(-c2csc(C)n2)cc1
  Cav32 inh: -0.41
mol: CC1=C(C(=O)OC(C)C)C(c2c(O)ccc3ccccc23)NC(=O)N1 (stereo not given)
  Cav32 inh: -1.2
mol: Cc1ccc(NC(=O)N2CCC(C(=O)NCc3ccccc3)CC2)cc1
  Cav32 inh: 1.4
mol: O=C(CCN1CCCC1)Nc1ccccc1
  Cav32 inh: 0.036

Other structures
Molecule	Cav32 inh
Cc1nn(Cc2c(F)c(F)c(F)c(F)c2F)c(C)c1NC(=O)c1ccc(COc2ccccc2Cl)cc1	-2.1
COc1ccc(-c2nc(NC(=O)c3cc(C(C)(C)C)nn3C)sc2C)cc1	-2.6
CC1(C)[C@@H](O)CC[C@]2(C)[C@H]3C(=O)C=C4[C@@H]5C[C@@](C)(C(=O)O)CC[C@]5(C)CC[C@@]4(C)[C@]3(C)CC[C@@H]12	-0.62
O=C(Nc1ccc(-c2csc(-c3ccccc3)n2)cc1)c1ccccc1	-0.011
C=CCOC(=O)CC(NC(=O)c1ccccc1)c1ccccc1 (stereo not given)	0.48
Cc1sc(NC(=O)c2ccco2)nc1-c1ccccc1	-0.14
Cc1noc(C)c1C(=O)NC1CCCc2ccccc21 (stereo not given)	-0.62
CCN1C(=O)C2(C(C#N)=C(N)Oc3n[nH]c(COC)c32)c2ccccc21 (stereo not given)	0.7
Cc1nc(N2CCC(C)CC2)c2oc3ccccc3c2n1	-2.1
O=S(=O)(c1cccc(-c2nc3n(n2)Cc2ccccc2-3)c1)N1CCCC1	-0.5
COCCN1C(=O)c2oc3ccccc3c(=O)c2C1c1ccc(O)c(OC)c1 (stereo not given)	0.023
N#Cc1nc(COc2ccc(Cl)cc2Cl)oc1N1CCOCC1	-0.17
COC(=O)Cc1cc(=O)n2[nH]c(SC)nc2n1	0.1
O=C(Nc1ccc2c(c1)OCO2)N1CCN(S(=O)(=O)c2ccc(Cl)cc2)CC1	0.077
NC(=O)C1CCN(C(=O)CSc2nc3ccccc3s2)CC1	0.1
O=C(NCc1cccnc1)c1cc(-c2ccccc2)on1	0.28
CC(=O)C1=C(O)CC(c2ccccc2)CC1=NCCc1c(C)[nH]c2ccccc12 (stereo not given)	0.068
COc1cccc(-n2nnnc2SCC(=O)c2cc(OC)ccc2OC)c1	-0.035
COC(=O)c1ccc(C(=O)OC)c(NC(=O)CSCc2ccc(Cl)cc2)c1	-0.41
COc1ccc(Nc2nc(N)nc(SCc3nnc(C)s3)n2)cc1	-0.13
COc1cc(-c2nn3c(Cc4ccccc4)nnc3s2)cc(OC)c1OC	-0.018
COc1ccc(-c2nnc(SCC(=O)/C(C#N)=C(\C)N)o2)cc1	-0.059
COCCNC(=O)C(C)OC(=O)c1cc2occc2n1C (stereo not given)	0.92
COc1cccc(NC(=O)C(NCCC(C)C)c2ccccc2)c1 (stereo not given)	-6.2*
COc1cccc(-c2nnc(SCC(=O)Nc3cc(C)ccc3OC)n2N)c1	0.054
CCCc1ccc(Oc2cc(C)nc(N3CCOCC3)n2)cc1	0.056
CC(C)OCCCNC(=O)C1CCC(=O)N1C1CCCC1 (stereo not given)	0.23
Cn1c(SCC(=O)Nc2ccc(F)cc2)nnc1-c1cccnc1	-0.37
COc1cc(OC)c(NC(=O)CCc2ccccc2)cc1Cl	-2.3
C[n+]1c2n(c3ccccc31)N=C(c1ccc(Br)cc1)CS2	-0.053
COC(=O)c1c(C)[nH]c(C(=O)COC(=O)Cc2ccc3c(c2)OCCO3)c1C	-2
COc1ccc(C2C(C(N)=O)=C(C)Nc3nc(-c4ccccc4Cl)nn32)c(OC)c1 (stereo not given)	-0.59
COC(=O)[C@@]1(Cc2ccc(F)cc2)[C@H]2c3cc(C(=O)N(C)C)n(Cc4ccc(OC)c(OC)c4)c3C[C@H]2CN1C(=O)c1ccccc1	-1
O=C(NCc1ccco1)C(c1cccnc1)N(C(=O)Cn1nnc2ccccc21)c1ccccc1 (stereo not given)	0.77
CC(NC(=O)c1ccccc1)C(c1cccs1)N1CCOCC1 (stereo not given)	-0.49
S=C(NCCSCc1ccc(Cl)cc1Cl)Nc1ccccc1	-3.4
COc1cc(C2C3=C(Nc4ncnn42)c2ccccc2CC3)cc(OC)c1OC (stereo not given)	-0.17
O=c1c(Cl)c(N2CCN(S(=O)(=O)c3ccc(F)cc3)CC2)cnn1-c1cccc(Cl)c1	0.71
Clc1cccc(CSc2nnc(-c3sccc3-n3cccc3)o2)c1	-2.5
COC(=O)C1=C(C)N=C2SCCC(=O)N2C1c1ccc(C(=O)OC)cc1 (stereo not given)	-0.93
Cc1ccc(CNc2cc(-c3nn4c(C)nnc4s3)ccc2C)s1	-2.1
Cc1ccccc1C(=O)Nc1ccccc1C(=O)N/N=C\c1ccco1	-0.13
O=C(CSc1nc2cccnc2n1Cc1ccccc1)NC1CCCCC1	-2.7
O=C(CCC(=O)N1CCc2ccccc21)Nc1ccccc1	0.62
COCCNC(=O)c1ccc(C)c(S(=O)(=O)Nc2ccc(C)cc2)c1	2.3
O=C1CCC(C(=O)N(Cc2ccco2)C2(C(=O)NC3CCCC3)CCCCC2)N1 (stereo not given)	-1.9
COc1cccc(C2=CC(=O)CC(C)(C)C2)n1	-0.0036
O=C(Oc1ccc([N+](=O)[O-])cc1)c1ccc2ccccc2n1	0.23
Cc1cc2ncn(S(=O)(=O)N3CCCCC3)c2cc1C	-1.7
Cc1nc(SCC(=O)NCc2ccc(F)cc2)c2c(=O)n(C)c(=O)n(C)c2n1	1.5
COc1cc2c(C(=O)N3CCN(C)CC3)c(C)oc2cc1Br	0.2
Cc1nn(-c2ccccc2)c2c1C(O)n1c(nc3ccccc31)S2 (stereo not given)	-0.11
CC(C)C(=O)Nc1ccc(C(=O)N2CCN(C(=O)c3ccco3)CC2)cc1	0.38
Cc1ccc(C(C)C)c(OCC(=O)c2c(O)c3ccccc3oc2=O)c1	-7.6*
Oc1c(Cl)cc(Cl)cc1/C=N/c1nccs1	-9.3*
CC(=O)N1N=C(c2cccc(Cl)c2)OC1c1ccc(C(C)C)cc1 (stereo not given)	-0.47
C/C(CCc1ccc2c(c1)OCO2)=N\N=C1\NC(=O)CC(C(=O)Nc2ccccc2)S1 (stereo not given)	-3.8
CCn1c(=N)n(CC(=O)c2ccco2)c2ccccc21	0.34
CCCCC1=NN2C(=N)CC(=O)N=C2S1	0.022
Cc1c(C#N)c2ccccc2n1CC(=O)NC(C)c1ccccc1 (stereo not given)	-3.9

Additional entries
Molecule	Cav32 inh
CCOC(=O)CSC1=C(C#N)C(=O)NC2(CCCCC2)S1	1.2
Cc1occc1C(=O)OCC(=O)Nc1ccc(F)cc1	0.13
CCc1ccc2c(c1)C1(NN=C(c3ccccc3)S1)C(=O)N2 (stereo not given)	-0.42
COCCNC(=O)c1ccc(NS(=O)(=O)c2cc(C)ccc2C)cc1	0.72
COc1cc(NC(=O)c2ccc(Br)o2)ccc1NC(=O)c1ccccc1Cl	-2.4
CCOC(=O)c1c(-c2cccs2)csc1NC(C)=O	-2.3
CCN1C(=S)SC(=O)C1=C1C=C(C)N(CCO)C(C)=C1	-0.95
CCC(=O)Nc1c2c(nn1-c1ccccc1C)CSC2	-1.5
Cc1ccc(-c2nc3ccccc3s2)cc1NC(=S)NC(=O)/C=C/c1ccco1	0.68
CCN1C(=O)C(NC(C)=O)c2cc(Br)ccc21 (stereo not given)	-0.026
O=C(COc1cccc(OC(F)F)c1)Nc1ccc(SC(F)F)cc1	-4.8
Cc1nn(CC(=O)NC(C)c2ccccc2)c(=O)c2ccccc12 (stereo not given)	-0.16
CC(C)(C)n1nc2c(c1NC(=O)COc1ccc3ccccc3c1)CS(=O)(=O)C2	-1.7
CCOC(=O)C1CCCN(c2c(NCC3CCCN3CC)c(=O)c2=O)C1 (stereo not given)	-0.16
CCN1CCN(S(=O)(=O)c2cccc([N+](=O)[O-])c2)CC1	0.089
CC(C)(C)c1cc(/C=N/NC(=O)Cc2nc3ccccc3[nH]2)cc(C(C)(C)C)c1O	-7.6*
COC(=O)C(CC(C)C)Oc1ccc2c(C)cc(=O)oc2c1 (stereo not given)	0.15
CCOC(=O)N1CCC(NC(=O)c2ccc3c(=O)n4c(nc3c2)CCCC4)CC1	0.4
CCC1=NN(C(=O)C(=O)Nc2ccc(OC)cc2)C(O)(C(F)(F)F)C1 (stereo not given)	-0.94

In the list so far, 5 contain bromine.
Molecule	Cav32 inh
Cn1cc(S(=O)(=O)CC(=O)Nc2ccc(Br)cc2)c2ccccc21	-1.3
C[n+]1c2n(c3ccccc31)N=C(c1ccc(Br)cc1)CS2	-0.053
COc1cc2c(C(=O)N3CCN(C)CC3)c(C)oc2cc1Br	0.2
COc1cc(NC(=O)c2ccc(Br)o2)ccc1NC(=O)c1ccccc1Cl	-2.4
CCN1C(=O)C(NC(C)=O)c2cc(Br)ccc21 (stereo not given)	-0.026
